RT RNaseH block: HIV-1 RT RNase H inhibitors, primary screen, biochemical, fluorescence. Gag-Pol polyprotein (Human immunodeficiency virus type 1 group M subtype B (isolate …. RT-RNase H RNA/DNA duplex cleavage. inhibition, % at 10 µM. AID 565, 2006. 1.9% of 65,000 active; in the data active = inhibition above about 50%
RmlCD inh mix: RmlC and RmlD coupled enzyme inhibitors, primary screen, biochemical, 384-well, compound mixtures, retest; RmlC/RmlD coupled enzyme inhibition, 384-well mixture HTS; inhibition, % at 5.5 µM; 0.39% of 110,000 active; AID 1532, 2009; in the data active = inhibition above about 30%, passing the limit was not always enough; also: strong numbers were not always called active
* hit, by the source's call; · = not tested or not shown. An excerpt; the hit share may differ from the screen's.

compound | RT RNaseH block | RmlCD inh mix
CC(C)(C)N1CC2([N+](=O)[O-])CN(C(C)(C)C)CC([N+](=O)[O-])(C1)C2 | · | -2
Cc1nc2ccc3[nH]snc3c2n1 | -4 | -8
O=C(CCn1nc(-c2ccccc2)ccc1=O)NCCCN1CCCCCC1 | -9 | ·
O=C(OCC1CCCN2CCCCC12)c1ccc2c(c1)OCO2 (centres undefined) | 0 | -17
Fc1ccccc1CCNCc1cccc(Cl)c1Cl | · | -15
Cc1ccc(-n2c(-c3ccccc3)cc(=O)nc2C)cc1 | · | 33
CN(C)/C=N/c1c(C#N)nnn1Cc1ccccc1 | -23 | -1
COc1ccc(-n2c(=O)[nH]cc(C(=O)Nc3ccc(NC(C)=O)cc3)c2=O)cc1 | -7 | -15
CC(=O)Cc1nsc(NC(=O)c2cc(-c3ccc(Cl)c(Cl)c3)oc2C)n1 | · | 7
CC(=O)c1ccc(OC(=O)C2c3ccccc3Oc3ccccc32)cc1 | · | -11
Cc1ccccc1N(CC(=O)NC1CCCC1)C(=O)CS(=O)CC(=O)Nc1ccc2c(c1)OCO2 (centres undefined) | -6 | -8
CCCn1c(SCC(=O)N2CCN(c3ccc(OC)cc3)CC2)nc2c1c(=O)n(C)c(=O)n2C | 15 | -5
COc1ccc2[nH]c(=O)c(CN(C)C(=O)c3ccncc3)cc2c1 | 0 | 18
O=C(O)CCNC(=O)c1ccc(Br)o1 | -9 | -12
CCCC(c1nnnn1Cc1ccc(OC)cc1)N1CCN(c2ccccc2OC)CC1 (centres undefined) | -4 | 0
CCOC(=O)CN(C(=O)CNC(=O)c1cccs1)C(C(=O)NC1CCCCC1)c1cccnc1 (centres undefined) | · | -10
CN1CCN(C(=O)CCc2nc3ccccc3c(=O)[nH]2)CC1 | · | 30
COc1ccc(CN(C(=O)c2ccc3c(c2)OCCO3)C(C(=O)NC2CCCCC2)c2ccc3ncccc3c2)cc1 (centres undefined) | · | 4
CCCS(=O)(=O)n1nc(-c2ccccc2)cc1N | · | -11
CCCNc1nc(OCC(F)(F)F)nc(OCC(F)(F)F)n1 | · | 12
COc1cc(CCCN2C(=O)C(=O)NC[C@@H]2C(C)O)cc(OC)c1OC (some centres undefined) | · | 10
CCOC(=O)c1ccc(NC(=O)CN(C)S(=O)(=O)c2ccc(OC)cc2)cc1 | -5 | 9
O=C1CC(C(=O)O)C2(CCCC2)O1 (centres undefined) | · | 8
Cc1csc(NC(=O)CN2CCCCCC2)n1 | 7 | 5
CCN(CC)C(=O)N[C@H]1C[C@@H]2c3cccc4[nH]cc(c34)C[C@H]2N(C)C1 | · | 6

Filtered by structure, the compounds so far with a halogen
compound | RT RNaseH block | RmlCD inh mix
Fc1ccccc1CCNCc1cccc(Cl)c1Cl | · | -15
CC(=O)Cc1nsc(NC(=O)c2cc(-c3ccc(Cl)c(Cl)c3)oc2C)n1 | · | 7
O=C(O)CCNC(=O)c1ccc(Br)o1 | -9 | -12
CCCNc1nc(OCC(F)(F)F)nc(OCC(F)(F)F)n1 | · | 12

Other structures follow:
compound | RT RNaseH block | RmlCD inh mix
CC(C)CCNC(=O)C1CC(c2ccc(C(F)(F)F)cc2)=NO1 (centres undefined) | · | -1
CC1(C)CC(=O)C(C=Nc2ccc3c(c2)OCO3)=C(O)C1 | -5 | 17
CC(C)C(=O)Nc1cccc(C(=O)NCCc2ccc(S(N)(=O)=O)cc2)c1 | 3 | 10
COc1cccc(C(=O)NCC2CCCO2)c1 (centres undefined) | -11 | ·
Cc1ccc[n+](C(C)C(=O)Nc2ccc(C)c([N+](=O)[O-])c2)c1 (centres undefined) | · | 2
O=S(=O)(c1ccc(Br)s1)N1CCc2ccccc2C1 | -30 | 5
Cc1ccc2c(c1)N(C(=O)c1ccco1)C(C)(C)c1ssc(=S)c1-2 | · | -10
CCCCOCCCNC(=O)c1cccs1 | -10 | 158
Cn1c(N)c(S(=O)(=O)NCc2ccccc2)c(=O)n(C)c1=O | · | -9
O=C(O)CSCC(=O)Nc1ccc(S(=O)(=O)N2CCCCC2)cc1 | -3 | -9
CCOC(=O)N1CCN(C(=O)CC(=O)Nc2ccc3nc4n(c(=O)c3c2)CCCCC4)CC1 | 26 | -10
COc1cccc(-c2cc(C(=O)Nc3c(C)n(C)n(-c4ccccc4)c3=O)no2)c1 | · | -6
CC1=C(C(=O)Nc2ccccc2)C(c2cccs2)n2nnnc2N1 (centres undefined) | 4 | -13
O=C(CCN1C(=O)c2ccccc2C1=O)OCn1nnc2ccccc2c1=O | -70 | 3
CC(C)(C)OC(=O)N1CCC(c2c(C(=O)O)cnn2-c2ccccc2Cl)CC1 | -3 | 10
Cc1ccc(N/C(SCc2ccccc2C)=C(/C#N)C(=O)NCc2ccco2)cc1C | · | -1
COc1ccc(-c2nnc(NC(=O)c3cc(C)on3)s2)cc1 | -5 | 7
Cc1ccc(N(CC(=O)Nc2c(C)n(C)n(-c3ccccc3)c2=O)S(C)(=O)=O)cc1C | · | -10
COCC(=O)Nc1cc(=O)n(C)c(=O)n1C | 0 | 1
Cc1cc([P+](=O)O)c(C)n1-c1ccc(Br)cc1 | 3 | -9
Cc1ccc(C(=O)NCc2ccco2)cc1S(=O)(=O)N1CCCCC1 | -2 | -6
CCO[C@H]1OC(C(=O)N2CCN(C)CC2)=C[C@@H](c2csc3ccccc23)[C@@H]1CCCO | · | -6
CCOCC(=O)Nc1cccc(OC)c1 | -5 | 10
CCN(CC)c1ccc2oc(=O)c(C)nc2c1 | 68* | -20
c1ccc(-n2cnc3cc(NCc4cccs4)ccc32)cc1 | · | -23

Some of the entries above in another layout:
Values run as follows: RT RNaseH block	RmlCD inh mix
Cc1ccc(-n2c(-c3ccccc3)cc(=O)nc2C)cc1
  ·	33
CN(C)/C=N/c1c(C#N)nnn1Cc1ccccc1
  -23	-1
COc1ccc(-n2c(=O)[nH]cc(C(=O)Nc3ccc(NC(C)=O)cc3)c2=O)cc1
  -7	-15
CC(=O)Cc1nsc(NC(=O)c2cc(-c3ccc(Cl)c(Cl)c3)oc2C)n1
  ·	7
CC(=O)c1ccc(OC(=O)C2c3ccccc3Oc3ccccc32)cc1
  ·	-11

The listing picks up with the 6 entries that preceded the break.
compound | RT RNaseH block | RmlCD inh mix
Cc1cc([P+](=O)O)c(C)n1-c1ccc(Br)cc1 | 3 | -9
Cc1ccc(C(=O)NCc2ccco2)cc1S(=O)(=O)N1CCCCC1 | -2 | -6
CCO[C@H]1OC(C(=O)N2CCN(C)CC2)=C[C@@H](c2csc3ccccc23)[C@@H]1CCCO | · | -6
CCOCC(=O)Nc1cccc(OC)c1 | -5 | 10
CCN(CC)c1ccc2oc(=O)c(C)nc2c1 | 68* | -20
c1ccc(-n2cnc3cc(NCc4cccs4)ccc32)cc1 | · | -23
Cc1ccc(S(=O)(=O)N2CCCN(c3nc4cc(C)ccc4cc3C#N)CC2)cc1 | · | 17
NC(=O)CNC1CC(=O)N(CCc2ccccc2)C1=O (centres undefined) | 0 | 8
CC1CCCCN1C/C=C/c1ccccc1[N+](=O)[O-] (centres undefined) | · | -9
COc1cccc(Nc2nnc(SCC(=O)N3CCOCC3)s2)c1 | 16 | 6
CCOC(=O)C1=C(C)NC2=C(C(=O)C(C(=O)OCC)C(c3ccc(OC)cc3)C2)C1c1ccccn1 (centres undefined) | · | -6
CC12CCC(c3c(C(=O)O)nn(-c4ccccc4)c31)C2(C)C (centres undefined) | -4 | -6
CCn1c(SCC(=O)Nc2cc(NC(C)=O)ccc2OC)nnc1-c1ccncc1 | -6 | ·
CN(C)CC1CCCCC1C1(O)c2ccccc2CSc2sccc21 (centres undefined) | · | -33
C[C@H]1CCC[C@]2(O[C@H](CCO)C[C@H](O)[C@H]2O)O1 | · | -56
COc1ccc(N2C(=O)CC(NC3CCCCNC3=O)C2=O)cc1 (centres undefined) | · | -10
CCn1c(=N)n(CC(O)c2ccccc2)c2ccccc21 (centres undefined) | · | -3
C=C1[C@H]2C[C@H]3[C@H]4N5C[C@]6(C)CCC[C@]47[C@H]([C@H]2O)[C@]3(C[C@]5(O)[C@H]67)[C@@H]1O | · | -6
Cc1cccc(C)c1NC(=O)CN(C)CC(=O)Nc1ccccc1Br | · | 2
O=S(=O)(c1ccc2c(c1)OCCO2)N1CCN(c2nc3ccccc3s2)CC1 | -4 | 4
O=C(Nc1c(C(=O)Nc2cccc3ccccc23)cnn1-c1ccccc1)c1ccco1 | · | 5
O=C1CCCC/C1=C\Nc1ccccc1C(=O)O | -2 | 3
O=C(OC(C(=O)NCc1cccs1)c1ccccn1)c1cccs1 (centres undefined) | 18 | 7
CCC1CCC/C1=N\NC(=O)c1cc(C)[nH]n1 (centres undefined) | · | -1
N#Cc1ccccc1/C=N/Nc1nc(-c2ccccc2)c2cc(Cl)ccc2n1 | · | -100
C=CCNC(=O)c1onc(CSc2cc(C)cc(C)c2)c1C(=O)NCC=C | · | -7
Cc1ccc(Cn2c(SCC(=O)Nc3cccc(C)n3)nc3c2c(=O)n(C)c(=O)n3C)cc1 | 45 | ·
COc1ccc(CN2CCCC(C(=O)N(C)Cc3ccccc3)C2)cc1OC (centres undefined) | 4 | 7
CC(=O)c1c(C)oc2ccc(NS(=O)(=O)c3ccc(O)c(C(=O)O)c3)cc12 | 19 | -17
CSc1cccc(NC(=O)CSc2ccc(Cl)cc2)c1 | · | 2
CN(C)CCCN=Cc1c(O)n(Cc2ccccc2)c(=O)c2ccccc12 | · | -16
COC(=O)c1ccc(NC(=O)C2CC2)o1 | · | -6
CCN(C(=O)c1cccnc1)c1ccccc1 | · | 4
COCCOC(=O)c1c(N)n(Cc2ccccc2)c2nc3ccccc3nc12 | 6 | 54
COCCCN1C(=O)C(O)=C(C(=O)c2ccc(C)o2)C1c1cccc(Br)c1 (centres undefined) | 6 | 1
CO/N=C/c1ccc(Sc2ccc(C)cc2)c([N+](=O)[O-])c1 | · | -6
O=C(NC1CCCCC1)N(CCO)Cc1cc2cc3c(cc2[nH]c1=O)OCCO3 | · | -33
CCCC(=O)NC(C)C(c1cccs1)N1CCN(C)CC1 (centres undefined) | -15 | 8
Cc1nc2cc(C(=O)NCCN3CCOCC3)ccc2n1-c1ccc(F)cc1F | -14 | -7
CC(C)(C)NCc1cc2ccccc2[nH]c1=O | -13 | -13
Cc1ccc(SCCNC(=O)CN2C(=O)c3ccccc3S2(=O)=O)cc1 | -16 | 11
CCN1CCN(Cc2ccc(NC(=O)Nc3ccc(OC)cc3)cc2)CC1 | 2 | -10
COc1cc(NC(=O)CS(=O)(=O)c2ccc(C)cc2)cc(OC)c1OC | -1 | -11
COc1ccc2cc3c(N)c(C(=O)NCc4ccco4)sc3nc2c1 | -2 | 15
C=CCOc1cccc(C2/C(=C(/O)c3ccc(Cl)cc3)C(=O)C(=O)N2CCN2CCOCC2)c1 (centres undefined) | -10 | -11
Cc1noc(/C=C/c2ccco2)c1S(=O)(=O)N1CCC(C(=O)N2CCc3ccccc3C2)CC1 | 38 | ·
Cn1c(=O)n(-c2cccc(Cl)c2)c(=O)n1C | -11 | -16
O=C(Nc1ccc(F)cc1Cl)c1ccc2c(=O)n3c(nc2c1)CCCCC3 | 2 | 1
Cc1cccc2[nH]c(-c3ccc(NC(=O)c4ccco4)cc3)nc12 | -7 | -9
O=C(NC1CCCCC1)c1ccc(S(=O)(=O)NCc2ccco2)cc1 | -2 | 6
Cc1cccc(NC(=O)CSc2nc(N)cc(N)n2)c1 | · | 8
C/C(CC(=O)Nc1ccccn1)=N\NC(=O)C(=O)Nc1ccccc1C | · | -10
CN(C)S(=O)(=O)c1ccc(C(=O)N2CCCC2c2nc3ccccc3s2)cc1 (centres undefined) | -6 | -12
O=C(CSc1nc2c([nH]c3ccccc32)c(=O)n1-c1cccc(Cl)c1)N1CCOCC1 | 78* | 9
O=C(NCc1nnc(SCC(=O)N2CCCC2)o1)c1c(F)cccc1Cl | 2 | -5
COC(=O)c1ccc(NC(=O)c2cccc(Cl)c2)o1 | · | 4
CCNC(=S)NNC(=O)CCn1c2ccccc2c2ccccc21 | · | -8

2 entries from above, with two lines to a compound:
The line under a structure holds: RT RNaseH block | RmlCD inh mix
> Cc1ccc(S(=O)(=O)N2CCCN(c3nc4cc(C)ccc4cc3C#N)CC2)cc1
 : · | 17
> NC(=O)CNC1CC(=O)N(CCc2ccccc2)C1=O (centres undefined)
 : 0 | 8
